CYP2C19 inh: blocks human cytochrome P450 2C19. CYP2C19 Supersomes, luciferin-H EGE luminescence, 30 min. 21% of 96,000 active. AID 778. P33261. inhibition, % at 5 µM;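 active = CYP2C19 inhibition above a set limit at 5 µM in the primary screen, cut at about 50% in these data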;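 also: plate controls were negative control wells for no effect and 2.5 mM tranylcypromine positive control for full effect; values of inactives mirror those of a sister screen read the other way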
HIV Rev-RRE inh: HIV Rev-RRE protein-RNA interaction inhibition | P05866 | Rev peptide-RRE RNA binding, FRET | inhibition, % at 8 µM | 0.79% of 97,000 active;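 active = inhibition above the screen-wide mean plus 3 SD, cut at about 35% in these data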;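 also: 0% = median DMSO wells and 100% = median Neomycin B control wells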
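System: Cy5-labelled duplex RRE RNA binding fluorescein-labelled HIV Rev peptide; Signal: fluorescein-to-Cy5 FRET, 480 nm excitation; Also added: labelled Rev peptide; Compound: one concentration, 8 µM nominal; Buffer or medium: HEPES pH 7.5 salt buffer with EDTA; Read-out: % inhibition of FRET ratio versus controls; Schedule: 5 min preincubation and 15 min binding, 25 °C.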
PLAP activator: human PLAP activation | P05187 | purified PLAP enzyme, luminescent substrate read-out; stronger effect = higher value | activation fold at 20 µM | 1.2% of 96,000 active | AID 696; in the data active = activation fold above about 2
CYP2C9 inhib: human CYP2C9 inhibition. AID 777. CYP2C9 Supersomes, luciferin-H conversion, luminescence. P11712. inhibition, % at 5 µM. 20% of 96,000 active;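 active = blocking of liver enzyme CYP2C9 beyond about 50% at 5 µM, limit read from the data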; also: values of inactives mirror those of a sister screen read the other way
Target sequence (P11712 whole entry, looked up): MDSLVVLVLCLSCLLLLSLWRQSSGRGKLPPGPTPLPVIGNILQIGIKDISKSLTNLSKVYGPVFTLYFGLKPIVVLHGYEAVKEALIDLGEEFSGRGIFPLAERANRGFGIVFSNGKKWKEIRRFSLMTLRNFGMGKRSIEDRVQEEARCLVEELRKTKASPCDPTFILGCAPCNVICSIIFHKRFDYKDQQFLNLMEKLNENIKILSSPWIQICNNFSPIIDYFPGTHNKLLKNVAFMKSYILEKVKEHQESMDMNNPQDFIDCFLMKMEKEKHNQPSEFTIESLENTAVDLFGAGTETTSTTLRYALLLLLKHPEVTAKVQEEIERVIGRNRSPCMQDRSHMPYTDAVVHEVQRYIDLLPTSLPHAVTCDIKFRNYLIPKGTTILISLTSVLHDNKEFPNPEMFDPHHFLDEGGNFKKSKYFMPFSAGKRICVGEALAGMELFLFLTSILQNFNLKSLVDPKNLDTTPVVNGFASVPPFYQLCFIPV
EphB4 ephrin blk: antagonists of human EphB4-ephrin-B2 interaction; P54760; EphB4 LBD / TNYL-RAW-Alexa532 peptide, fluorescence polarization; inhibition, % at 7 µM; 0.15% of 97,000 active;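 active = inhibition above the screen-wide mean inhibition plus 3 SD, cut at about 15% in these data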;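 also: 0% = DMSO wells and 100% = excess unlabeled TNYL-RAW peptide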
CYP2C19 activ: cytochrome P450 2C19 (human) activation. recombinant CYP2C19, luciferin-H EGE luminescence; stronger effect = higher value; 0 = fully inhibited enzyme, 1 = untreated enzyme. activation factor at 5 µM. 96,000 tested, under 10 active;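 active = activation factor of at least 2 at 5 µM in the primary screen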;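 also: 0 = wells with 2.5 mM tranylcypromine and 1 = vehicle-only wells; values of inactives mirror those of a sister screen read the other way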
Plk1 PBD FP: blocks phosphopeptide binding to human Plk1 polo box domain; Plk1 PBD phosphopeptide binding, fluorescence polarization; AID 693; P53350; inhibition, %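 (tested at about 20 µM)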; 0.13% of 97,000 active; in the data active = inhibition above about 34%, passing the limit was not always enough
Target sequence (P53350 whole entry, looked up, the tested form may be a part): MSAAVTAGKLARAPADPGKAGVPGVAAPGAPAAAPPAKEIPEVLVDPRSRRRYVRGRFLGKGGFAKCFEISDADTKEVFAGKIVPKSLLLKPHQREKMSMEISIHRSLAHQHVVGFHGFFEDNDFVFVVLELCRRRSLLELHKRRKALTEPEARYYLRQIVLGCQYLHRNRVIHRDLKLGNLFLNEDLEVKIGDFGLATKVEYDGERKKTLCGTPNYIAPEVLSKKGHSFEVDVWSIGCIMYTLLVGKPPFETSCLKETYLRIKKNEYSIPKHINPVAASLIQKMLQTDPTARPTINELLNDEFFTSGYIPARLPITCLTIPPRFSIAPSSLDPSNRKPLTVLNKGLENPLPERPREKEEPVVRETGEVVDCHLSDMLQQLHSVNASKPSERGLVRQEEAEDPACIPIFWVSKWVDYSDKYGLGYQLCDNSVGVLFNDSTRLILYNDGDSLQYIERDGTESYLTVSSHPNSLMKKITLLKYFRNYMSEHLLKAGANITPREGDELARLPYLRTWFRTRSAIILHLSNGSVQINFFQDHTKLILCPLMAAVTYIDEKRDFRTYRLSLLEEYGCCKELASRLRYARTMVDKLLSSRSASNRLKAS
PLK1 inh: inhibitors of human PLK1 kinase | P53350 | recombinant PLK1 kinase, TR-FRET peptide phosphorylation | inhibition, % at 10 µM | 0.53% of 97,000 active;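 active = inhibition of 50% or more in the single-concentration screen; inactive = inhibition below 50%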;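 also: 0% = DMSO max control and 100% = H-89 dihydrochloride min control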
CYP2C9 act: CYP2C9 (human) activation; activation factor at 5 µM; recombinant CYP2C9, luciferin-H conversion, luminescence; stronger effect = higher value; factor 1 = untreated enzyme, 0 = blocked; P11712; AID 1024; 1.4% of 96,000 active;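 active = activation factor of 2 or more for CYP2C9 at a 5 µM dose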;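 also: 0 = sulfaphenazole-blocked wells and 1 = vehicle-only wells; values of inactives mirror those of a sister screen read the other way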
* = called active by the depositor; . = no result given; [ ] = another dose, or the depositor's remark.

Structure,CYP2C19 inh,HIV Rev-RRE inh,PLAP activator,CYP2C9 inhib,EphB4 ephrin blk,CYP2C19 activ,Plk1 PBD FP,PLK1 inh,CYP2C9 act
CC(C)(C)C(=O)Nc1sc2c(c1-c1nc3ccccc3[nH]1)CCCC2,4,9,1,15,14,1,-25,-14,0.9
COCc1cc(C)nc(SCC(=O)Nc2cccc(C)c2)c1C#N,.,2,.,.,-2,.,-19,-37,.
COc1ccc(C(C(=O)NC2CCCC2)N(C(=O)c2snc(-c3ccc(F)cc3)c2N)c2ccc(F)cc2)cc1 (stereo unspecified),-8,6,1,4,4,1.1,-8,-12,1
CC(C)N(Cc1nc(-c2ccccc2)no1)C(=O)CSc1ccccc1,92*,7,1.5,79*,-3,0.1,4,-9,0.2
CCOC(=O)N1CCN(c2c(N3CCN(c4ccccc4OC)CC3)c(=O)c2=O)CC1,7,.,1.5,12,.,0.9,.,.,0.9
COc1ccccc1N1CCN(c2nc3ccccn3c(=O)c2C=O)CC1,71*,5,1.2,-30,-2,0.3,-21,-14,1.3
O=C(CSc1nc(-c2ccco2)cc(C(F)(F)F)n1)Nc1ccc(C(=O)N2CCOCC2)cc1,.,3,.,.,4,.,-23,-14,.
O=C(c1cccnc1)N1CCc2ccccc2C1,25,7,0.9,-8,1,0.8,0,-14,1.1
O=C(NCC(F)(F)F)Nc1cccnc1,.,1,.,.,-4,.,-10,1,.
CCC(C)(C)NC(=O)Cc1ccccc1OC,22,7,1.1,-62,0,0.8,3,-15,1.6
COc1ccc(NC2=NCCC(=O)N2Cc2cccs2)cc1,17,6,1,21,5,0.8,8,-8,0.8
COc1ccc(-c2cc(OC)c3c(C)oc(C)c3c(=O)c2)cc1OC,85*,25,1.6,99*,3,0.2,-56,-14,0
O=C1CC(N2CCN(C/C=C/c3ccccc3)CC2)C(=O)N1Cc1cccs1 (stereo unspecified),55*,7,1.5,36,-5,0.4,16,-10,0.6
Cc1[nH]nc2c1C(c1ccc(-c3ccccc3C#N)o1)C(C#N)=C(N)O2 (stereo unspecified),68*,9,1.2,93*,1,0.3,-13,50,0.1
COc1ccc(NC(=O)c2ccc(CNS(=O)(=O)c3cccc(OC)c3)cc2)cc1,5,4,0.9,8,4,1,-10,-13,0.9
O=C(COC(=O)c1ccc(S(=O)(=O)NCc2ccco2)cc1)NCCC1=CCCCC1,-22,5,1.1,-3,-1,1.2,-16,-11,1
CCCN1C(=O)C2(C(C(=O)c3ccc(C)o3)=C(O)C(=O)N2CCCN2CCOCC2)c2ccccc21 (stereo unspecified),15,3,1.2,0,-6,0.9,5,-8,1
CC1=C(C(=O)NC(C)C)C2(CCC(C)CC2)OC1=O (stereo unspecified),.,0,.,.,4,.,9,11,.
Cc1cc(-c2ccccc2)nc(SCc2ccc(C(=O)O)o2)n1,-14,10,0.9,-2,1,1.1,-10,-4,1
CC1=C(C(N)=O)C(c2cccnc2)n2nc(-c3cccc(C)c3)nc2N1 (stereo unspecified),.,11,.,.,1,.,27,1,.
COc1cc(C)c(S(=O)(=O)Nc2ccccc2F)cc1C,88*,4,1,52*,1,0.1,-4,-13,0.5
Cc1ccccc1NC(=O)CCN1C(=O)CSC1=O,.,1,.,.,-4,.,-2,-15,.
O=C(CSc1n[nH]c(-c2ccccc2)n1)c1ccccc1,47,2,1.1,25,1,0.5,4,-4,0.8
O=C(CN1CCCCCC1)N1c2ccccc2C=Cc2ccccc21,51*,2,1.7,16,6,0.5,4,-8,0.8
O=c1c2ccccc2nc(-c2ccccc2)n1CCCN1CCOCC1,-14,7,1.6,-22,2,1.1,13,-9,1.2

Copied from the list:
COc1ccc(NC2=NCCC(=O)N2Cc2cccs2)cc1 in Plk1 PBD FP = 8
O=C(c1cccnc1)N1CCc2ccccc2C1 in PLAP activator = 0.9

Compound profiles, from the list above.
O=C(CSc1n[nH]c(-c2ccccc2)n1)c1ccccc1 as listed: CYP2C19 inh = 47; HIV Rev-RRE inh = 2; PLAP activator = 1.1; CYP2C9 inhib = 25; EphB4 ephrin blk = 1; CYP2C19 activ = 0.5; Plk1 PBD FP = 4; PLK1 inh = -4; CYP2C9 act = 0.8
O=C(c1cccnc1)N1CCc2ccccc2C1 as listed: CYP2C19 inh = 25; HIV Rev-RRE inh = 7; PLAP activator = 0.9; CYP2C9 inhib = -8; EphB4 ephrin blk = 1; CYP2C19 activ = 0.8; Plk1 PBD FP = 0; PLK1 inh = -14; CYP2C9 act = 1.1

(more compounds)
Structure,CYP2C19 inh,HIV Rev-RRE inh,PLAP activator,CYP2C9 inhib,EphB4 ephrin blk,CYP2C19 activ,Plk1 PBD FP,PLK1 inh,CYP2C9 act
CC(c1nnc(SCC(=O)N2CC(=O)Nc3ccccc32)n1Cc1ccccc1)N(C)C (stereo unspecified),20,-2,2*,28,1,0.8,-2,1,0.7
COc1ccc(N(CC(O)Cn2c3ccccc3c3ccccc32)S(=O)(=O)c2ccccc2)cc1 (stereo unspecified),83*,2,1.1,70*,-1,0.2,16,-4,0.3
COc1ccccc1NC(=O)c1sc2ncn(Cc3ccccc3C)c(=O)c2c1C,34,2,1,-50,-8,0.7,0,-40,1.5
CCOC(=O)c1ccc(NC(=O)Cn2cc3c(n2)CCC(C)C3)cc1 (stereo unspecified),19,7,0.9,11,0,0.8,-23,-10,0.9
CCCOc1ccccc1C1CC(=O)NC(C)=C1C(=O)OCC(C)C (stereo unspecified),56*,5,1,-6,-6,0.4,29,-5,1.1
CC(=O)c1cc(C#N)c(SCCC(C)C)nc1C,-6,22,1.1,5,3,1.1,22,-11,0.9
CCOc1ccc(-n2c(N)c(C(=O)NCc3cccnc3)sc2=S)cc1,10,-4,1.1,21,-2,0.9,32,-14,0.8
CCc1ccc(NC(=O)N(CCN2CCOCC2)Cc2ccc3c(c2)CCCN3CC)cc1,28,5,1.6,24,6,0.7,-15,-10,0.8
Cc1cc(-c2ccccc2C(=O)NCc2ccccc2)on1,46,5,0.9,10,2,0.5,-16,-13,0.9
Cc1ccc(C)c(C(=O)CC2(O)C(=O)N(C)c3ccccc32)c1 (stereo unspecified),24,8,1.4,-4,-1,0.8,-4,-5,1
CCCCCN(C(=O)NC(=O)NCCCC)S(C)(=O)=O,3,12,0.9,21,8,1,-3,7,0.8
CCN(C(=O)COC(=O)c1cnc(C)cn1)C1CCCCC1,9,-2,1.1,-10,-9,0.9,12,-9,1.1
CCc1c(C)c2c(C)nn(-c3ccccc3)c2oc1=O,.,8,.,.,2,.,-2,-10,.
CCCCN(Cc1ccccc1)C(=O)c1cnc2n(c1=O)CCS2,-10,-3,0.9,2,-9,1.1,14,-11,1
O=S(=O)(Nc1ccc(S(=O)(=O)Nc2cccc3ccccc23)cc1)c1ccccc1,83*,14,1.3,90*,2,0.2,-4,2,0.1
COc1ccc2nc(NC(=O)CCNS(=O)(=O)c3ccc4c(c3)oc(=O)n4C)sc2c1,6,5,1.2,-7,11,0.9,-13,-11,1.1
COC(=O)c1cc(OC)c(OC)cc1NC(=O)c1oc2ccccc2c1C,.,3,.,.,-2,.,3,-8,.
NC(=O)c1cccnc1Oc1cccc(Cl)c1,9,8,1.1,6,-2,0.9,9,-6,0.9
CCC(C)n1cnc2c(c1=O)c1nc3ccccc3nc1n2Cc1ccc(OC)cc1 (stereo unspecified),30,-2,1.1,48,0,0.7,-6,0,0.5
COc1ccc(CCNC(=O)c2cc(-c3ccccc3)on2)cc1OC,10,-1,0.9,-6,0,0.9,9,-7,1.1
NC(=O)CSc1nnc(-c2cccnc2)n1Cc1ccccc1,.,6,.,.,-6,.,-5,-9,.
CC(=O)Nc1ccc(S(=O)(=O)NC2(C(F)(F)F)NC(=O)N(C3CCCC3)C2=O)cc1 (stereo unspecified),18,9,1,16,0,0.8,-12,-12,0.8
O=C(Cn1cnc2cc([N+](=O)[O-])ccc2c1=O)Nc1ccc2c(c1)CCC2,3,7,0.8,0,-1,1,-4,-1,1
Cc1nnc(SCc2ccc(C(=O)O)cc2)s1,-6,9,1.1,2,6,1.1,-11,-4,1
N#CC1=C(N)OC2=C(CC/C2=C\c2ccccc2)C1c1ccccc1 (stereo unspecified),26,136*[fluorescence artefact?],1,70*,-12,0.7,-86,-9,0.3

Next section
Structure,CYP2C19 inh,HIV Rev-RRE inh,PLAP activator,CYP2C9 inhib,EphB4 ephrin blk,CYP2C19 activ,Plk1 PBD FP,PLK1 inh,CYP2C9 act
Cc1nc2ccccc2c(=O)n1NC(=O)C1CCCCC1,6,4,0.8,12,1,0.9,15,-9,0.9
CCOc1ccccc1Oc1ccc(C(F)(F)F)cn1,0,10,1,-7,7,1,4,-12,1.1
CCc1nnc(NC(=O)CSc2nc(C)c3c(c2C#N)CCCC3)s1,-16,6,1.2,-31,-4,1.2,4,-19,1.3
COCCCNC(=O)Cn1cc2c(n1)CCC(C)C2 (stereo unspecified),-3,.,1.1,-23,.,1,.,.,1.2
Cc1sc2nc(CN3CCN(S(=O)(=O)c4cccc5nonc45)CC3)[nH]c(=O)c2c1C,-6,4,0.9,1,3,1.1,17,7,1
CCOC(=O)C1=C(C)NC(C)=C(C(=O)OCC)C1c1nc2ccccc2[nH]1,.,2,.,.,7,.,-15,-11,.
COc1ccc(-c2cc(C(=O)O)c3ccccc3n2)c(OC)c1,5,4,0.8,62*,-3,1,19,-3,0.4
Fc1ccc(-c2cc3nc4c(c(N5CCOCC5)n3n2)CCCC4)cc1,10,3,1.7,21,0,0.9,23,-3,0.8
O=C(Nc1ccccc1)N1CCSc2cc(Cl)ccc21,21,5,0.8,33,0,0.8,-18,-8,0.7
CC(C(=O)c1ccccc1)n1cnc2ccccc2c1=O (stereo unspecified),35,4,0.9,38,-1,0.7,6,1,0.6
Cc1cn(S(=O)(=O)c2ccc(Br)cc2)cn1,24,7,1,11,3,0.8,-2,-4,0.9
COc1ccc(Cl)cc1NC(=O)N(C)Cc1c(C)nn(C)c1C,86*,3,1.3,-143,-7,0.1,19,-17,2.4*
COc1cc(-c2cc3nc(C)c(C)c(=O)n3[nH]2)cc(OC)c1OC,8,0,0.9,-3,-2,0.9,14,-1,1
Cc1c(C(=O)N2CCCCC2)nnn1-c1nonc1N,40,9,0.9,-5,-10,0.6,-11,-6,1
O=C1C2CC=C(Cl)CC2C(=O)N1CNc1ccccn1 (stereo unspecified),-2,7,0.8,-38,-3,1,2,-9,1.4
CC(=O)NCCc1cc2ccc(C)c(C)c2[nH]c1=O,6,.,1.1,-2,.,0.9,.,.,1
Cc1cc(C)c(C#N)c(SCC(=O)Nc2ccc(S(=O)(=O)Nc3onc(C)c3C)cc2)n1,2,.,1,27,.,1,.,.,0.7
Cc1ccc(C(=O)c2c[nH]c(C(=O)NCCCN3CCOCC3)c2)cc1,27,3,1,-1,5,0.7,58*,-3,1
Cc1ccc(N2CCN(C(=S)c3ccc(N(C)C)cc3)CC2)cc1,83*,9,0.9,77*,6,0.2,5,-13,0.2
O=C(Cc1ccc2cccnc2c1)c1ccc(O)cc1O,39,9,1,25,11,0.6,-39,-4,0.7
CC1=C/C(=C/N(C)c2ccccc2)C(=O)S1,-48,15,1.4,46,1,1.5,-2,-10,0.5
COc1ccccc1C(=O)Nc1cc2ccccc2oc1=O,12,11,1,25,6,0.9,-7,-6,0.7
O=C(O)c1cccc(N2CCCCS2(=O)=O)c1,-17,1,1,-26,-3,1.2,-28,-1,1.3
Cc1ccc(CNC(=O)c2cccc(-n3cnnn3)c2)cc1,4,7,0.9,-6,-9,1,-9,-4,1.1
Cc1c(NC(=O)NC(=O)c2ccc(F)cc2)c(=O)n(-c2ccccc2)n1C,7,0,0.9,0,-6,0.9,44,-8,1
Cc1ccc(NC(=O)c2nc[nH]c2C(=O)Nc2ccc(C)cc2)cc1,-16,11,1,-20,8,1.2,-3,-11,1.2

Bioassay records: PubChem BioAssay, several laboratories
